# Screening data from PubChem.
# Pf Dd2 growth: Plasmodium falciparum Dd2 growth inhibition. P. falciparum Dd2 growth, SYBR Green, 72 h. Potency, µM (doses to about 28.9 µM), without a hit: at the top dose activity, negative = inhibition, hits mostly inhibitors. hit rate 4.3% among 120,000; active means well fitted inhibition curve with a large enough effect; inconclusive means small, poorly fitted or top-dose-only effect; inactive means no such curve, though single readings can be large or run the other way;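 further: plate controls were DMSO vehicle for no effect and reference drug for full effect; nearly all actives have a fitted effect of over 65% in size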
#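 Readout: SYBR Green fluorescence, 485 nm excitation, 535 nm emission, after ~16 h lysis at 37C. Before that, Dd2-infected red cells (2.5% hematocrit) grew 72 h with compound, 29 uM top final concentration.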
# * hit, by the source's call; i = inactive; ? = inconclusive; [ ] = remark or other dose. Potency means the concentration at half of the fitted maximal effect.
molecule | Pf Dd2 growth
O=C(CSc1n[nH]c(-c2ccccc2Cl)n1)N1CCN(c2ccccc2F)CC1 | 15%
CCC(=O)N1CCc2cc(S(=O)(=O)NC(Cc3ccccc3)C(=O)Nc3cccc(OC)c3)ccc21 (stereo not drawn) | 6%
CN1[C@@H](CCC(=O)NCc2cccs2)CNC(=O)[C@@H]2[C@H]1CCN2Cc1csnn1 | 35%[activator][44.1 µM]
O=C(c1ccc(C(F)(F)F)cc1)N1CCC2(COc3ccncc3[S+](=O)([O-])N2)C1 (stereo not drawn) | -5%
CNC(=O)[C@@H]1CN(C(=O)c2nn(C)c3ccccc23)C[C@H]1c1n[nH]c(C)n1 | 38%[activator]
O=C(Nc1cc(C(F)(F)F)ccc1Cl)c1nc2ccccc2nc1N1CCCCC1 | 64%[activator]
COc1ccc(OCc2nc(C3CN(C(=O)Cc4c[nH]c5ccccc45)C3)no2)cc1 | -21%
O=C(Nc1ccnn1C1CCN(CCO)CC1)c1ccccc1Cl | 4%
Cc1ccc(-n2c(C3CCN(C(=O)c4ccc(C(C)(C)C)cc4)CC3)n[nH]c2=O)cc1 | 4.5µM*
CCCCOc1ccc(C(=O)Nc2ccc3oc(-c4cccnc4)nc3c2)cc1 | -9%
Oc1ccccc1Nc1nc(-c2ccccc2)c2cc(Cl)ccc2n1 | 5µM*
COc1ccc(C2(C(=O)N3CC[C@H](CO)[C@H](NC(=O)C4CC4)C3)CC2)cc1 | i
CN1C(=O)C(CC(=O)NCC2CCN(Cc3ccccc3F)CC2)=C2CCCCC21 (stereo not drawn) | ?
CC(C)C(=O)Nc1ccc(C2(C(=O)N3CCCCC3)CCCCC2)cc1 | i
Cc1ccc(C2Cn3nnc(C(=O)N4CCC(C(=O)NC(C)c5ccccc5)CC4)c3CO2)cc1 (stereo not drawn) | ?
CCOC(=O)c1cccc(NC(=O)Nc2c(C)n(C)n(-c3ccccc3)c2=O)c1 | 8%
COc1ccc(S(=O)(=O)N2CCC(n3cnnc3C3CC3)CC2)cc1 | -10%
CCCn1ccc2c(OCC(=O)NCc3ccc(F)cc3)cccc2c1=O | 10%
CCOCN(C(=O)Cn1c(COC)nc2ccccc21)c1c(C)cccc1CC | ?
O=C(NCCc1cccnc1)c1cc2n(n1)CC(c1ccc(Br)cc1)OC2 (stereo not drawn) | -15%

# Laid out differently: entries from further up
O=C(Nc1cc(C(F)(F)F)ccc1Cl)c1nc2ccccc2nc1N1CCCCC1
- Pf Dd2 growth: 64%[activator]
COc1ccc(OCc2nc(C3CN(C(=O)Cc4c[nH]c5ccccc45)C3)no2)cc1
- Pf Dd2 growth: -21%
O=C(Nc1ccnn1C1CCN(CCO)CC1)c1ccccc1Cl
- Pf Dd2 growth: 4%

# Exported field by field: entries from further up.
CCCn1ccc2c(OCC(=O)NCc3ccc(F)cc3)cccc2c1=O
  Pf Dd2 growth: 10%

CCOCN(C(=O)Cn1c(COC)nc2ccccc21)c1c(C)cccc1CC
  Pf Dd2 growth: ?

O=C(NCCc1cccnc1)c1cc2n(n1)CC(c1ccc(Br)cc1)OC2 (stereo not drawn)
  Pf Dd2 growth: -15%

# The list continues:
molecule | Pf Dd2 growth
Cc1cccc(N2CCn3c2nc2c3c(=O)n(C/C=C/c3ccccc3)c(=O)n2C)c1 | 13%
Cc1ccc(S(=O)(=O)c2nnn3c2nc(N2CCN(c4ccccc4F)CC2)c2ccccc23)cc1C | 57%[activator]
COc1ccc(N2CCN(C(=O)COc3ccc(NC(C)=O)cn3)CC2)cc1 | -23%
O=C(O)C[C@@H]1CCN(C(=O)C(=O)O)C[C@@H]1CC1=NCCc2cc(F)ccc21 | 6%[44.1 µM]
CCOc1ccc(-n2c(=O)c3c(C)c(C(=O)N(C)C)sc3n(Cc3cc(C)ccc3C)c2=O)cc1 | 3%
COCC1CN(C(C)=O)CC12CCN(C(=O)Cc1cccc(F)c1)CC2 (stereo not drawn) | 0%
COc1ccc(OC)c(NC(=O)CSc2c3c(nc4ccccc24)CCCC3)c1 | ?
Cc1ccc(C(=O)N2CCC(CC(=O)NCc3ccccc3)C2)cc1C (stereo not drawn) | 14%
COc1cccc(C(=O)NC2CCN(c3cc(-c4ccccc4)[nH]n3)C2)c1 (stereo not drawn) | i
COc1ccccc1-c1c(C)nn2c(N3CCN(c4ccc(F)cc4)CC3)cc(C)nc12 | -19%
C=CCNC(=O)N[C@H]1[C@H](O)[C@@H](Sc2ccccc2)[C@@H]2OC[C@H]1O2 | -2%[44.1 µM]
COCC(=O)N1CCC(Oc2ncccc2C(=O)N(C)C)CC1 | -4%
COCC1CN(S(=O)(=O)c2ccc3c(c2)CCCC3)CC12CCNCC2 (stereo not drawn) | ?
CN1C[C@@H](NC(=O)c2ccc(C#N)cc2)C[C@H]1c1nc(-c2ccc(OC(F)(F)F)cc2)no1 | ?
CCOC(=O)c1c(S(=O)(=O)NCC(=O)N2CCN(c3ccccc3)CC2)c(C)n(C)c1C | 41%[activator]
CC1CCN(CC2CCCCCN2)CC1 (stereo not drawn) | 14%
O=C(c1ccncc1)N1CC[C@](O)(c2ccccc2)[C@H](N2CCCC2)C1 | 26%[5.79 µM]
COCc1noc([C@@H]2CN(C(=O)c3cccc(C)c3)C[C@H]2COC)n1 | 39%[activator]
CCOC(=O)c1ccccc1NC(=O)CSc1c(C)cnc2c1c(=O)n(C)c(=O)n2C | -3%
CCSc1ncc(Cl)c(C(=O)Nc2c(C(=O)Nc3cccc(C)c3)oc3ccccc23)n1 | -13%

# Further entries:
molecule | Pf Dd2 growth
COc1cccc(S(=O)(=O)N2C[C@@H](F)C[C@H]2C(=O)N2CCc3ccccc3C2)c1 | -11%
CCOc1ccccc1C(=O)N1CCC2(CC1)CN(c1ncccn1)CC2CO (stereo not drawn) | ?
CCCCCc1ccc(-c2ccc(Br)cc2)nc1 | i
Cc1ccc2nc(CO[C@H]3CN(Cc4ncc[nH]4)C[C@H]3F)[nH]c2c1 | 1%[44.1 µM]
CC(=O)N1CCC([C@@H]2CN(C(=O)c3nccc4ccccc34)C[C@H]2CO)CC1 | 24%
OCC1CN(c2ccncn2)CC12CCNCC2 (stereo not drawn) | 7%
Oc1cc(-c2cccc(Cl)c2)cc2c1OCCN(Cc1noc(C3CC3)n1)C2 | ?
COC(=O)c1nnn(-c2cccc(C)c2)c1C(=O)OC | 6%
CCC(C)n1c(SCc2ccc(F)cc2Cl)nc2ccsc2c1=O (stereo not drawn) | ?
COc1cccc([S+](=O)([O-])N2CCCC3(COc4ccccc4C(=O)N3)C2)c1 (stereo not drawn) | -20%
CC(C)(N)C(=O)NC1CCCN(C2Cc3ccccc3C2)C1 (stereo not drawn) | ?
Fc1ccc(OC2CNC2)cc1 | ?
CN1CCN([C@H]2CCN(Cc3cccs3)C[C@H]2CCC(=O)O)CC1 | 5%
CCCN(C(=O)Cc1c(C(=O)O)[nH]c2ccc(Cl)cc12)c1ccc(OCC)cc1 | 3%
COC[C@@H]1[C@H](C(=O)NCc2cc(F)cc(F)c2)CCC(=O)N1C | -1%
CCn1cc(S(=O)(=O)NCCc2ncc(C)n2C2CC2)cn1 | ?
COC[C@H]1CCCN1[C@@H]1[C@H](O)[C@H](CO)O[C@@H]1CNS(=O)(=O)c1cccs1 | -13%
COc1ccc(-c2cn3nc(N4CCC(C(=O)Nc5cc(Cl)ccc5C)CC4)sc3n2)cc1 | -14%
Cc1ccc2c(c1)N1C(=O)OC[C@@H]1CCN(C1CCOCC1)C2 | 12%[44.1 µM]
CC[C@H]1CN(C(=O)NC2CCCCC2)CC[C@H]1CC(=O)Nc1ccccc1 | ?

# (more compounds)
molecule | Pf Dd2 growth
COc1ccccc1CC(=O)N1CC[C@@H]2NC(=O)[C@H]3C[C@H](NC(=O)C4CC4)CN3C(=O)[C@H]21 | -7%[44.1 µM]
CCN1CCN(CC(O)COc2cccc(CNCCc3cccc(C)n3)c2)CC1 (stereo not drawn) | i
Cc1cccc2nc(CNC(=O)c3cc(COc4ccc(F)cc4F)on3)cn12 | -13%
CCOCC(=O)N1CCC(c2nc(-c3cccnn3)no2)CC1 | -4%
Cc1ccc(-c2nnc(C3CCN(S(=O)(=O)c4ccc(C)c(C)c4)CC3)o2)cc1 | ?
CC1CCN(S(=O)(=O)c2ccc3c(c2)CCN3C(=O)Nc2cccc(Br)c2)CC1 | 5%
OCC1(CN2CCCC2)CCN(Cc2ccc(OC(F)(F)F)cc2)CC1 | ?
COc1cccc(N2C(=O)NC(=NC3CCCC3)C23CCCN(CCC(C)C)C3)c1 (stereo not drawn) | 13µM*
CCN(CC)c1nn2c(=O)c(C(=O)NCc3ccc(N(C)C)cc3)cnc2s1 | 32%
O=C1CC(c2nnc(Cc3ccc(Cl)cc3)o2)CN1c1ccccc1 (stereo not drawn) | -6%
COc1cccc(-c2nc3ccc(-c4ccc5c(c4)OCO5)cc3o2)c1OC | -4%
COc1ccc(CCNC(=O)CCc2c(C)nc3cc(-c4ccccc4)nn3c2C)cc1OC | ?
Cc1ccc(CNc2cc(C)nc3nc(-c4ccc(C)cc4)nn23)cc1 | ?
CCN(CC)C(=O)c1c(C)sc2ccn(Cc3ccc(F)cc3)c(=O)c12 | i
CNC(=O)[C@@H]1CN(C(=O)c2ccccc2C(F)(F)F)C[C@H]1CO | 9%
CCC1(N2CCN(C)CC2)CCN(C(=O)CCC2CCCC2)C1 (stereo not drawn) | i
COc1ccccc1-c1cc(C(=O)NCc2cccnc2)nn2cccc12 | -12%
N#Cc1cccc(CN2Cc3[nH]cnc3C[C@H]2c2nc(-c3cnccn3)no2)c1 | -24%[44.1 µM]
CC(C)c1ccc(OCC(=O)c2ccc3c(c2)N(CCCC(=O)N2CCOCC2)C(=O)CO3)cc1 | 13µM*
O=C(c1ccc(Cl)cc1Cl)N1CCN(c2cc(-c3cccs3)[nH]n2)CC1 | -4%

# New compounds follow
molecule | Pf Dd2 growth
CCOc1cccc(CNC(=O)CCC2CCN(S(=O)(=O)c3ccccc3)CC2)c1 | i
O=c1[nH]c(N2CCOCC2)nc2c1CCN(Cc1ccc(Cl)cc1F)CC2 | 0.32µM*
Cc1ccc(C(=O)N2CCN(CCc3ccncc3)CC2)cc1 | -1%
COc1ccc(N2Cc3c(ncnc3N3CCC(N4CCOCC4)CC3)N(C)CC2=O)cc1 | -8%
COc1ccccc1CNC(=O)CN(c1ccc(C)cc1)S(=O)(=O)c1c(C)noc1C | -17%
Cc1ccnc(NC(=O)c2c(C)oc3ncn(CC(C)C)c(=O)c23)c1 | i
CNC(=O)C1(N2CCC[C@H]2C(=O)N2CCCC2)COC1 | 3%[44.1 µM]
CN1CC2(CCN(C(=O)c3cc4ccccc4[nH]3)CC2)CC1C(=O)N1CCOCC1 (stereo not drawn) | ?
C#CCN(Cc1nc(-c2cc(OC)ccc2F)oc1C)C1CCCCC1 | -5%
COc1ccc(C2Cn3nnc(C(=O)N4CCC(C(=O)NCC(C)C)CC4)c3CO2)cc1 (stereo not drawn) | -6%
CN(C)C[C@@H]1CN(c2ncccn2)C[C@H]1NC(=O)c1cccc2[nH]ccc12 | -14%
CC(C)c1nnc(C2CN(C(=O)c3ccc(F)cc3F)CC23CCOCC3)o1 (stereo not drawn) | i
COCC(=O)N1CCC(O)(c2csc(CN3CCN(c4ccccn4)CC3)n2)CC1 | 4%[44.1 µM]
COc1ccc(OCC(=O)N2CCC[C@H]2c2nc(-c3ccccc3)no2)cc1 | 1%
CN(Cc1n[nH]c2c1CCCCC2)C(=O)c1cn(CC2CCCCC2)nn1 | i
CCCN1CCC2(Cc3ccccc3CN(C(C)=O)C2)C1 (stereo not drawn) | -3%
CCN(CC)CCCNC(=O)c1nn(C)c2c1CS(=O)(=O)c1ccccc1-2 | 17%
CN1CCN(C[C@@H]2CN(C(=O)C3(c4ccccc4)CC3)C[C@@H]2CO)CC1 | -7%
Cc1ccc(CN2C(=O)[C@@H]3C[C@@H](O)CN3C3(CN(Cc4ccccn4)C3)C2=O)o1 | -4%[44.1 µM]
Cc1nc(C(=O)N2CCC(Cc3nncn3-c3ccccc3)CC2)cs1 | -6%

# New compounds follow:
molecule | Pf Dd2 growth
COc1ccccc1C(=O)NC1CCN(c2cc(-c3ccc(Cl)cc3)[nH]n2)CC1 | i
CCn1cc(-c2ccc(Cl)cc2)cc1C(=O)N1CCN(C(C)C)CC1 | i
O=C(CSc1nc(-c2ccccc2)nc2c1Cc1ccccc1O2)N1CCCCC1 | -1%
O=c1[nH]nc2n1CCC(NS(=O)(=O)c1ccc3c(c1)CCCC3)CC2 (stereo not drawn) | -20%
Cc1cc(C)cc(NC(=O)c2cccc3c2C(=O)N(C2CCCCC2)C3)c1 | 12%
Cc1cccc(Cn2c(SCc3ccc(C(=O)NCc4cccs4)cc3)nc3ccncc32)c1 | ?
COc1ccc(C)cc1NS(=O)(=O)c1cc(Br)cc2c1N(C(C)=O)C(C)C2 (stereo not drawn) | 8%
CCOc1ccccc1CN1CCc2nc(N3CCOCC3)[nH]c(=O)c2CC1 | 25%[5.79 µM]
C=CCNC(=O)c1coc(COc2ccc3ccc(OC)cc3c2)n1 | i
COc1ccc(CNC(=O)c2sc3nc4n(c(=O)c3c2C)CCCC4)cc1 | -27%
O=C(Cn1c(=O)n(Cc2ccc(Cl)cc2)c(=O)c2cccnc21)Nc1ccccc1C(F)(F)F | i
Cc1ccc(S(=O)(=O)NCCS(=O)(=O)N2CCN(c3ccccc3)CC2)cc1 | 22%
COc1cccc(CN(C(=O)c2cccc(C)c2)C2CCS(=O)(=O)C2)c1 (stereo not drawn) | 11%
Cc1ncsc1C(=O)N1CCCC(C)(Cc2ccc3c(c2)OCO3)C1 (stereo not drawn) | 0%
CN(C)c1cc(N2CCCC(NC(=O)c3cccs3)C2)ncn1 (stereo not drawn) | 6%[5.79 µM]

# Not all compounds are listed; the hit share may differ from the screen's.
